TRPM1 prom inh – inhibitors of MITF-driven TRPM1 promoter in melanoma cells; SK-MEL-5 TRPM1 promoter luciferase, 24 h; inhibition, % at 12.5 µM; hit rate 0.83% among 330,000;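 active = mean inhibition across replicates of 60% or more, whatever share of single replicates reaches that level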; note: values of inactives mirror those of a sister screen read the other way
NR2E3 ag-1 – agonists of human nuclear receptor NR2E3 | Q9Y5X4 | GST-NR2E3/biotin-RetCOR TR-FRET, 1536-well | inhibition of corepressor binding, % at 4.78 µM | hit rate 0.12% among 320,000 | AID 2300;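 active = percent inhibition above the cutoff of mean plus 3 SD of all tested compounds, set per screening campaign, cut at about 20% in these data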;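 note: 0% = DMSO wells and 100% = biotin wells as full block of FRET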
Target sequence (Q9Y5X4 whole entry, looked up): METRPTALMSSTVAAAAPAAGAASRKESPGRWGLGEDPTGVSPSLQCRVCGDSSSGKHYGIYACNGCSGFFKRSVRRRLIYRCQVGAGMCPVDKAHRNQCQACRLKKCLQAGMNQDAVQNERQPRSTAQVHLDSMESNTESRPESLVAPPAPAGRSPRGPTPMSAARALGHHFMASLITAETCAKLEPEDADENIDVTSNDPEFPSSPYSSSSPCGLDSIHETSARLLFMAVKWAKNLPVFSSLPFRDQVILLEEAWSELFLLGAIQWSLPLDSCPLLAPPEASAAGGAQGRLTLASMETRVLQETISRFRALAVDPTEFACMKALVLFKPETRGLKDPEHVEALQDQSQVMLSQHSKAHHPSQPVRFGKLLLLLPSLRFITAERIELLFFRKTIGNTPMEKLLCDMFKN
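system = GST-tagged NR2E3 plus biotinylated RetCOR corepressor | input = 1.35 nM GST-NR2E3 | also added = 7 nM biotin-RetCOR | schedule = 5 h incubation at 4 °C | measured by = TR-FRET with europium anti-GST and streptavidin-D2, 340 nm excitation | read-out = percent loss of FRET ratio relative to control wells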
hiPSC survival – enhancers of human iPSC single-cell survival | hiPSC single-cell survival, ATPlite luminescence; 100% = ROCK inhibitor wells, 0% = DMSO | survival enhancement, % at 20 µM | hit rate 0.044% among 360,000 | AID 602274; in the data active = survival enhancement above about 18%;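 note: cells exposed to compounds for 16 hours before the ATP read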
CF NFkB block – cystic fibrosis NF-kB activation inhibition. KKLEB NF-kB-GFP reporter, PAF-induced, GFP fluorescence overnight. inhibition, % at 5 µM. hit rate 0.86% among 360,000;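 active = at least 50% inhibition at 5 µM, scaled per plate between neutral and stimulator controls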;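 note: PAF is a Pseudomonas aeruginosa culture filtrate used as stimulus; plate controls were PAF-stimulated DMSO wells for no effect and unstimulated DMSO wells for full effect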
HIF-2a inh – HIF-2a inhibition. 786-0 RCC cells HIF-2a reporter, luciferase luminescence, overnight. inhibition, % at 18.8 µM. hit rate 0.72% among 360,000. AID 624352;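 active = inhibition of the luminescence signal of 40% or more relative to plate controls, in a single-dose primary screen at 18.75 µM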
TWEAK-Fn14 inh – blocks TWEAK-Fn14 interaction in a reporter cell assay | TWEAK-stimulated Fn14 reporter cells, luciferase luminescence, 8 h | inhibition, % at 10 µM | hit rate 2% among 360,000; in the data active = inhibition above about 50%
Shn3 inh set2 – reduces Shn3 3'UTR luciferase signal in osteoblasts; Clone20 osteoblast Shn3 3'UTR firefly luciferase, 24 h; inhibition, % at 12.5 µM; hit rate 0.52% among 360,000; AID 588674;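 active = mean inhibition of at least 75% with every replicate also reaching 75%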;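 note: 0% = median of neutral control wells and 100% = pilot-screen positive control compound; some compounds past the cut are filed as inactive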
NR2E3 ag-2 – activates human NR2E3 receptor; Q9Y5X4; CHO-S Gal4-NCOR/VP16-NR2E3 two-hybrid, luciferase; inhibition of corepressor binding, % at 3.98 µM; hit rate 0.35% among 360,000; AID 602229;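 active = inhibition above the mean of all tested compounds plus 3 SD, cut at about 70% in these data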;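 note: 0% = DMSO with NR2E3 transfected cells and 100% = cells lacking NR2E3 construct; higher means lower luciferase signal from less NR2E3 corepressor binding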
Peg3 promoter – reduces Peg3 promoter-driven luciferase expression in HeLa; HeLa PEG-Prom luciferase reporter, luminescence, overnight; inhibition, % at 20 µM; hit rate 1.7% among 360,000; AID 588405;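 active = inhibition of at least 50% at 20 µM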
aDG glyco act – alpha-DG glycosylation activation; Pro5-aDG cells, alpha-DG glycosylation AlphaScreen (IIH6); 0% Pro5, 100% B10-LARGE cell signal; activation, % at 10 µM; hit rate 0.22% among 360,000;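 active = activation of at least 8% versus controls, or a plate z-score of at least 8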;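 note: Pro5 are CHO cells carrying HIG-tagged alpha-DG that lacks glycosylation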
KKLEB tox – counter-screen for CF NF-kB inhibitors: cytotoxicity. KKLEB CF airway cells viability, ATPlite luminescence, overnight; active compounds read low; cells stimulated with P. aeruginosa culture filtrate. activity change (cytotoxicity), % at 5 µM. hit rate 0.36% among 360,000;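 active = corrected activity change at or below -50% at 5 µM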
The depositor's hits bear a star; . = no result given.

SMILES	TRPM1 prom inh	NR2E3 ag-1	hiPSC survival	CF NFkB block	HIF-2a inh	TWEAK-Fn14 inh	Shn3 inh set2	NR2E3 ag-2	Peg3 promoter	aDG glyco act	KKLEB tox
C=CCN(c1ccc(C(=O)NC(C)C)cc1)S(C)(=O)=O	9	-4	3.4	4	10	-4	-14	12	13	-0.4	9
Cc1cc(C)c2c(CN3CCN(Cc4ccc5c(c4)OCO5)CC3)cc(=O)oc2c1C	-5	-2	-4.0	-10	9	-13	-2	-5	7	0.3	-1
CSc1nc(C)cc(OCNC(=O)c2cccs2)n1	5	0	-1.4	-9	-9	2	-18	2	-1	0.0	4
O=C(CCN1C(=O)c2ccc(Br)cc2C1=O)NC1CCCCC1	-10	4	1.2	3	9	-9	-22	17	-11	-0.3	13
Cc1cccc(NC(=O)C2CC(=O)N(c3ccccc3)C2)c1C (stereo not given)	-8	2	-2.6	0	14	14	4	-7	12	-0.1	-10
Cn1nc(C(=O)NCc2cccc(Cl)c2)c2c1-c1ccccc1S(=O)(=O)C2	-4	2	1.6	-5	20	-11	12	-6	22	0.6	-15
COc1cc(SC)ccc1C(=O)Nc1nc(C)cs1	88*	4	-1.9	-11	78*	102*	86*	32	100*	-0.2	-89*
COC(=O)Nc1ccc(Cc2ccncc2)cc1	-13	-1	1.6	12	11	0	3	10	1	-0.3	-15
O=C(O)c1ccc(OCC2CCCO2)cc1 (stereo not given)	-9	3	-0.6	1	16	-1	4	-1	4	-0.1	1
O=C1CC(N(Cc2ccc3c(c2)OCO3)C(=O)Nc2ccc(F)cc2)C(=O)N1c1ccccc1 (stereo not given)	-8	-4	-1.6	-18	1	-3	21	15	7	-0.1	0
COC(=O)c1cccc(NC(=O)c2cnoc2C)c1	3	-3	-4.0	1	4	0	8	4	7	-0.1	9
Cc1cc(C)nc(SCC(=O)Oc2ccc3oc(=O)cc(C)c3c2)n1	-8	2	0.1	0	-10	-7	-26	-1	-26	0.3	5
O=C(CSc1nnc(-c2cccnc2)n1-c1ccc(F)cc1)NCc1ccc2c(c1)OCO2	3	-1	0.1	0	15	2	-1	2	4	0.5	0
C/C(=N\NC(=O)c1cc(C2CC2)nc2ccccc12)c1ccc(O)cc1O	58	4	-0.5	-20	8	17	69	-20	56*	0.2	-8
CCC(C)[C@H](NC(=O)NC1CCCc2ccccc21)C(=O)OC (stereo not given in full)	-11	2	-0.1	-2	20	2	21	-4	7	0.0	-5
O=C(O)c1ccc(CN2CCCCC2)o1	-17	0	-0.4	9	17	-11	9	19	-6	-0.2	14
Clc1cc(Br)ccc1NCc1cccnc1	-12	1	-0.5	-14	-49	10	-16	-5	-25	0.3	7
Cc1ccc(Cc2c(C3CCCCC3)nc3ccc(C)cn23)cc1	.	.	1.6	9	-134	-3	15	-28	22	-0.2	2
OC1(c2ccccc2F)CCN(Cc2nnnn2CCc2ccccc2)CC1	5	0	-3.0	14	4	-6	10	7	4	-0.2	-10
COc1cc(C(=O)NCC(=O)Nc2ccc(F)c(F)c2)ccc1OCC(=O)N1CCOCC1	4	0	-0.3	8	-8	-6	2	-3	1	-0.2	20
COc1cccc(OC)c1C(=O)N1CCN(c2c(Cc3ccccc3)c(C)nc3ncnn23)CC1	17	-4	-0.6	-46	11	1	19	-23	-2	0.0	3
COc1ccc(CC(=O)N2CCCC2)c(OC)c1	-11	8	0.3	-2	5	33	-8	-17	11	0.0	6
CS(=O)(=O)N(CC(=O)NCc1ccccc1Cl)c1cccc([N+](=O)[O-])c1	-4	-1	-1.8	14	7	11	-1	-7	19	0.6	7
CC(=NCCc1ccccc1)C1=C(O)CSC1=O	0	1	-2.0	2	-61	4	-3	-33	-62	0.3	0
Cc1cnc(C(=O)OCC(=O)N2c3ccccc3NC(=O)C2(C)C)cn1	-3	2	-2.0	-7	18	1	-12	-21	7	0.0	-1
O=C(NC1CCN(Cc2ccccc2)CC1)c1cccc(S(=O)(=O)Nc2ccc(SC(F)F)cc2)c1	16	.	-1.6	2	13	39	51	34	11	0.0	-12
c1ccc2c(c1)nc(NCc1ccc3c(c1)OCO3)n2CCN1CCOCC1	-6	0	2.6	12	9	-5	2	-28	4	0.5	-15
CC1CCCC(NC(=O)COC(=O)CCc2ccccc2)C1C (stereo not given)	8	4	-0.5	-6	6	14	-4	8	-3	-0.5	-3
Cc1ccc(-c2cc(C(=O)N/N=C/c3c(C)nn(C)c3C)c3ccccc3n2)c(C)c1	25	2	0.0	6	20	0	1	5	14	-0.2	0
CSCC[C@H](NC(=O)Cc1c(C)c2c(cc(C)c3c(C)coc32)oc1=O)C(=O)O	-3	.	0.6	4	16	-1	2	-50	7	-0.1	4
Cc1ccc(S(=O)(=O)N2CCN(c3nn(C)c(=O)n(C)c3=O)CC2)cc1C	4	5	-1.5	-6	12	-4	10	19	24	0.0	15
CCc1cc(C(=O)NNC(=S)Nc2ccccc2C)cs1	-52	-3	-1.0	-7	-209	-3	-36	-146	-286	-0.3	-3
Cc1ccc(C(=O)C(C)OC(=O)CCN2C(=O)C3C4C=CC(C5CC45)C3C2=O)cc1 (stereo not given)	11	1	0.1	12	1	-15	6	-31	11	0.0	-16
O=C(CCNC(=O)c1ccccc1)NNC(=O)COc1ccccc1Cl	12	.	-0.2	5	-16	-36	-15	6	2	0.6	7
COc1ccccc1Nc1nnc(SCC(=O)Nc2cc(C)on2)s1	-5	-1	3.5	11	-2	-44	-6	-7	5	0.2	-10
NS(=O)(=O)c1ccc(N=Nc2c(O)c(C(=O)O)cc3ccccc23)cc1	8	-3	1.0	-10	-22	11	-2	-37	-18	-0.1	-3
N#Cc1cnc(Sc2ccccc2)nc1	1	2	-0.4	4	4	17	0	1	13	0.2	-13
C=CCn1c(C)cc(C(=O)CSc2nc3ccccc3[nH]2)c1C	-1	-2	1.0	3	-47	80*	51	64	-65	3.0	1
Cc1ccccc1NC(=O)CN1CCN(C)CC1	-7	5	-0.1	-15	18	-10	-10	-16	12	0.2	3
O=C(c1cc2cc(Br)ccc2oc1=O)N1CCN(c2ccccn2)CC1	2	0	-0.9	6	5	10	-5	31	20	-0.1	6
O=C(COC(=O)c1ccc([N+](=O)[O-])s1)Nc1ccc(Cl)cn1	8	2	-0.5	-9	-9	7	-25	11	18	0.0	-4
Cc1nccn1-c1ccc(C=O)cc1	7	0	0.0	-4	8	-5	-3	-3	7	-0.1	6
COC(=O)[C@@H]1C[C@@]2(O)[C@@H](O)[C@@H](O)[C@@H](O)C[C@H]2N1Cc1ccc(-c2ccccc2)cc1	0	-3	2.0	-10	-6	5	-16	10	-22	-0.1	4
Cc1ccc(S(=O)(=O)N2C[C@H]3C(=O)C[C@@H](c4ccc(Cl)cc4)N(S(=O)(=O)c4ccc(C)cc4)[C@H]3C[C@H]2c2ccccc2)cc1	.	.	-1.3	-4	13	22	7	-17	14	0.2	11
CCN(CC)c1ccc(NC(=O)CCNC(=O)c2ccco2)cc1	18	-2	0.4	18	-6	8	10	-35	6	0.0	3

Single records (already shown). Screens in order: TRPM1 prom inh, NR2E3 ag-1, hiPSC survival, CF NFkB block, HIF-2a inh, TWEAK-Fn14 inh, Shn3 inh set2, NR2E3 ag-2, Peg3 promoter, aDG glyco act, KKLEB tox
Cc1ccc(S(=O)(=O)N2C[C@H]3C(=O)C[C@@H](c4ccc(Cl)cc4)N(S(=O)(=O)c4ccc(C)cc4)[C@H]3C[C@H]2c2ccccc2)cc1 as listed: ., ., -1.3, -4, 13, 22, 7, -17, 14, 0.2, 11
N#Cc1cnc(Sc2ccccc2)nc1 as listed: 1, 2, -0.4, 4, 4, 17, 0, 1, 13, 0.2, -13
Cc1nccn1-c1ccc(C=O)cc1 as listed: 7, 0, 0.0, -4, 8, -5, -3, -3, 7, -0.1, 6

New compounds follow.
SMILES	TRPM1 prom inh	NR2E3 ag-1	hiPSC survival	CF NFkB block	HIF-2a inh	TWEAK-Fn14 inh	Shn3 inh set2	NR2E3 ag-2	Peg3 promoter	aDG glyco act	KKLEB tox
CCC(C(=O)Nc1cccnc1Cl)c1ccccc1 (stereo not given)	17	0	3.0	11	9	29	-55	4	15	0.0	-6
O=[N+]([O-])c1ccc2c(c1)ncn2-c1ccccc1	-20	-1	-1.1	7	-56	-17	-12	-4	-49	-0.2	-2
COc1cccc(CNc2nc3cc(C(C)=C(C)C)sc3c(=O)n2C)c1	.	.	-2.1	1	-3	4	2	-4	-9	-0.6	2
C=CCN1C(=O)CSc2ccc(C(=O)NC3CCCCC3)cc21	-3	-2	-0.4	9	2	4	0	21	5	0.1	-2
Nc1nnc(CCc2ccccc2)s1	-6	-2	1.2	3	0	-3	-38	-27	-5	0.0	0
Cc1nc(-c2ccc(S(=O)(=O)Nc3cccc(S(N)(=O)=O)c3)s2)cs1	2	-2	-0.8	5	8	1	5	15	2	-0.2	-31
O=C(NC1CC1)C1CCN(C(=O)c2ccccc2Cl)CC1	-18	1	-0.7	-14	8	26	0	-2	7	-0.1	7
Cc1ccccc1OCCC(=O)OCC(=O)Nc1ccc2[nH]c(=O)[nH]c2c1	-5	-1	-0.1	15	12	3	-5	-14	14	-0.3	-18
O=C(CN1CCN(c2ccc([N+](=O)[O-])cc2)CC1)Nc1ccccn1	1	-2	-0.5	-2	21	-3	-15	6	15	0.8	9
CCOC(=O)NC(=O)/C(C#N)=C\c1ccccc1	4	-1	2.2	12	19	16	11	7	4	-0.3	-3
CCC(=O)c1ccc(OC)c(OC)c1OCc1ccccc1	-18	.	-1.1	17	9	-7	6	-9	-1	0.5	-30
O=C(O)CSc1nnc(-c2ccc3c(c2)OCO3)n1-c1ccccc1	6	-1	-0.2	6	-53	-23	-5	-17	-38	-0.3	1
CC(=O)c1ccc(-n2nnnc2SCC(=O)N2CCN(C(=O)c3ccco3)CC2)cc1	8	0	-1.3	-4	1	1	6	15	3	-0.1	0
O=Cc1ccccc1OCCOc1ccccc1C=O	-11	-2	-2.3	23	-105	-8	-8	-53	-97	0.0	-24
CCOC(=O)/C=C1\CC(C(=O)OCC)Oc2c(OC)cccc21 (stereo not given)	2	.	1.2	-18	1	1	1	-3	-6	0.2	-1
CCN(CC)c1nc(-c2cccc(OC)c2O)nc2ccccc12	15	-1	2.6	2	1	48	31	-11	26	-0.5	-2
C=CCN1C=CC(=O)[C@@H](O)[C@H]1c1ccccc1Br	-9	.	-0.4	6	12	3	-6	-16	7	-0.2	6
CCc1noc(C)c1C(=O)Nc1ccc(F)c(F)c1F	4	0	-0.4	-5	14	10	-5	-8	2	0.0	5
CC1C(=O)Nc2ccc(S(=O)(=O)N3CCCCCC3)cc21 (stereo not given)	4	1	3.7	-8	10	-5	22	-35	5	-0.1	8
CCS(=O)(=O)c1nc(S(=O)(=O)c2ccc(C)cc2)c(N2CCC(C)CC2)s1	23	0	-0.4	0	12	21	6	-26	20	-0.4	-4
CCOC(=O)N1CCC(NC(=O)c2ccc3nc(N4CCOCC4)sc3c2)CC1	-4	.	1.6	4	11	18	-4	22	17	0.1	-13
